# T cell modulator: T cell immune modulators affecting CD8 T cell-vesicle binding; 2C CD8+ T cell-vesicle binding, flow cytometry; active compounds read low; calls only at 7 µM; hit rate 0.068% among 330,000; AID 2052;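 active means response, share of CD8 T cells binding vesicles, and their 90th percentile fluorescence all below set limits, cut at about 80% in these data, passing the limit was not always enough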
#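 Material: 2C TCR transgenic mouse naive CD8+ T cells, MACS-purified. Also added: QL9-charged Drosophila Ld/ICAM-1/B7-1 vesicles. Timing: binding 1.5 h at 37 °C. Measured by: high-throughput flow cytometry with anti-B7-1 and anti-CD8 staining. Read-out: percent CD8+ FL2 mean versus row control. Controls: Unloaded micro-vesicles (low), QL9 vesicles with 0.7% DMSO (high).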
# MT stabilizer: microtubule stabilizers in HeLa cells; % tubulin-high responders, % at 10 µM; HeLa tubulin immunostaining HCS, 24 h; share of cells brighter than vehicle mean+2SD; hit rate 0.83% among 200,000;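 active means plate Z-score above 3 for both tubulin-high and condensed-nucleus cell shares, with cell loss under 80%, at 10 µM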;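 further: anti alpha tubulin signal scored within the nucleus-defined area of each cell; some results filed as inactive read as strong as hits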
# Ins promoter up: MIN6 insulin promoter up-regulation | AID 1625 | hit rate 0.3% among 190,000 | MIN6 insulin promoter-GFP reporter, high-content imaging; active compounds read high | z-score at 5 µM;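 active means z-score above 3 at 5 µM with at least 500 cells counted in the well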
# Dynein transport: dynein cargo transport inhibition; z-score, hits read low; 3617.4 mouse cells, GR-EGFP nuclear translocation imaging; test concentration mostly 20 µM; stimulated with dexamethasone, 1 µM; active compounds read low; hit rate 0.47% among 220,000;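 active means plate z-score of nuclear minus cytoplasmic receptor signal below a set negative limit, without overly bright fluorescence or cell loss, cut at about -3.5 in these data, passing the limit was not always enough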;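 further: z-score of nuclear minus cytoplasmic ring GR-EGFP intensity difference per well; some compounds called inactive have numbers as strong as hits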
#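 Also added: dexamethasone, 1.0 µM final. Medium: tet-free, stripped-serum medium. Detection: fixed, Hoechst-stained cells imaged at 10x for EGFP. Read-out: nuclear-to-cytoplasmic GR-EGFP distribution per well. Times: induction 48 h, compound 1 h, agonist 30 min.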
# Salmonella PhoP GFP: PhoP-dependent GFP reporter repression – Salmonella Typhimurium, primary screen (AID 1863). S. Typhimurium PhoP-regulated promoter GFP reporter, 4 h; higher % means a stronger effect. hit rate 0.16% among 300,000. inhibition, % at 50 µM; hits with a dose series show IC50 in µM;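 active means inhibition over 29.93%, a cutoff 3 SD above the screen mean, later confirmed by dose response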;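 further: 0% = low Mg2+ inducing control and 100% = high Mg2+ repressing control; strong numbers were not always called active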
# CSM14.1 death rescue: protection against thapsigargin-triggered cell killing – 384-well, CSM14.1, ATP luminescence, primary screen (AID 1222); CSM14.1 thapsigargin-induced death rescue, ATP luminescence; higher % means a stronger effect; cellular ATP content (survival), % at 20 µM; hits with a dose series show EC50 in µM; 190,000 tested, under 10 active;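 active means EC50 below 50 µM in the dose-response confirmation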;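 further: death triggered by thapsigargin at about 15 µM added after 2 h compound pretreatment; cell ATP read after overnight thapsigargin exposure of roughly 18 to 22 hours; normalized against plate controls of thapsigargin alone and 5% DMSO vehicle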
# bCat nuc transl: modulators of beta-catenin nuclear translocation; nuclear translocation activity, % at 5 µM; HeLa beta-catenin nuclear translocation, immunofluorescence imaging; AID 1665; hit rate 0.3% among 190,000;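 active means nuclear translocation activity above 50% at 5 µM, with a well cell count of 50 or more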;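 further: per-cell ratio of nuclear to cytoplasmic median beta-catenin stain intensity; plate controls were DMSO negative control for no effect and GSK-3 inhibitor IX positive control for full effect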
#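 Assay system: human HeLa cells, native beta-catenin; doses: 5 µM primary, 0.02–20 µM confirmation; incubation: compound treatment 24 h, 37°C, 5% CO2; technique: fluorescence imaging of beta-catenin antibody stain plus DAPI; measure: % activation, nuclear-to-cytoplasmic median beta-catenin signal ratio per cell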
# Autophagy mod: alters autophagy in cells. MEF GFP-LC3 puncta imaging; test concentration mostly 10 µM. calls only at 10 µM (by protocol). hit rate 0.98% among 190,000. AID 463193;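 active means percentage of spot-positive cells more than 3 SD above its plate mean, without a fluorescence outlier flag or 80% toxicity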;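 further: spot-positive cell cutoff set from DMSO-treated cells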
# Hep lipid drop: modulators of hepatic lipid droplet formation; hit rate 0.4% among 240,000; AML12 mouse hepatocytes, oleate lipid droplets, BODIPY imaging; inhibition, % at 6.5 µM;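 active means lipid droplet intensity inhibited by at least 50%, with more than 500 cells counted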
#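 Material – AML12 mouse liver cells · Also added – oleate loading, 100 µM · Compound dosing – 6.5 µM single-point dosing · Times – overnight treatment with compound plus oleate · Measured by – fluorescence imaging, 20x objective, two fields per well · Read-out – percent inhibition of filter-corrected integrated lipid droplet intensity per well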
# Dynein transport cytoplasmic EGFP: recorded beside Dynein transport, whose call it bears; z-score; measured here: cytoplasmic GR-EGFP intensity; active compounds read high
# Dynein transport nuclear GR-EGFP: also measured in Dynein transport; calls as there; z-score; measured here: nuclear GR-EGFP intensity;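 lower value marks the stronger effect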
# Dynein transport cell count: second read-out of Dynein transport, no call of its own (marks repeat the call); z-score; measured here: cell count per field
# Ins promoter up cell count: also measured in Ins promoter up; calls as there; cell count; measured here: cytotoxicity, nuclei count;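 total cells summed across four imaged fields per well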
# Hep lipid drop cells 6.5 µM: second read-out of Hep lipid drop, no call of its own (marks repeat the call); cell count; measured here: cell count, cytotoxicity flag;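 cells counted across two imaged fields per well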
# bCat nuc transl cell count 5 µM: recorded beside bCat nuc transl, whose call it bears; cell count; measured here: cell count, cytotoxicity flag
# T cell modulator vesicle-bound %: second read-out of T cell modulator, no call of its own (marks repeat the call); double positive events, %; measured here: CD8+ vesicle-bound cell fraction;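 binding gate set so that unloaded-vesicle control wells show 10% double positive cells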
# MT stabilizer Hoechst-high %: recorded beside MT stabilizer, whose call it bears; % Hoechst-high responders; measured here: nuclear condensation Hoechst responders;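 share of cells brighter than vehicle mean plus two SD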
# MT stabilizer cytotoxicity %: further read-out of MT stabilizer, marked with its call; toxicity, %; measured here: cytotoxicity by cell density;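 0% = mean cell density of plate MIN control wells and 100% = no cells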
# Autophagy mod cell loss 18 h: further read-out of Autophagy mod, marked with its call; toxicity, %; measured here: cell loss, nuclei count;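 cell loss after 18 h compound exposure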
# * marks the source's active call; other numbers are inactive results; i = inactive; nt = no result given.
SMILES,T cell modulator,T cell modulator vesicle-bound %,MT stabilizer,MT stabilizer Hoechst-high %,MT stabilizer cytotoxicity %,Ins promoter up,Ins promoter up cell count,Dynein transport,Dynein transport cytoplasmic EGFP,Dynein transport nuclear GR-EGFP,Dynein transport cell count,Salmonella PhoP GFP,CSM14.1 death rescue,bCat nuc transl,bCat nuc transl cell count 5 µM,Autophagy mod,Autophagy mod cell loss 18 h,Hep lipid drop,Hep lipid drop cells 6.5 µM
CN1CCN(CCCNC(=O)C2CCN(c3nnc(-n4cccc4)s3)CC2)CC1,i,59,5.0,2.4,8.8,-0.4,1593,-0.28,-0.26,0.17,-0.23,8%,2.4%,1.0,1282,i,8,nt,nt
CC(=O)Nn1c(COc2ccccc2C)nc2ccccc2c1=O,i,4,4.8,2.4,20,-0.71,1191,2.2,-0.058,1.3,-1.3,-2%,0.0%,0.9,1154,i,6,nt,nt
COc1ccc(CCNC(=O)Cn2cnc3c(nnn3Cc3ccc(C)cc3)c2=O)cc1OC,i,13,3.1,1.6,4.7,0.12,1148,-0.58,0.13,0.063,0.032,0%,-1.7%,0.5,1057,i,-7,0,753
C=CCNC(=O)c1cccn1-c1ccsc1C(=O)OC,i,57,3.3,1.9,3.8,nt,nt,0.55,-0.14,-0.52,0.089,-8%,-2.9%,nt,nt,i,4,nt,nt
Oc1ccc(/C=N/Nc2ccc3ccccc3c2)c(O)c1,i,57,3.6,1.7,1.4,-0.06,1617,-1.1,0.053,-0.91,1.1,13%,-1.2%,-2.6,1177,i,20,9,707
COCc1cc(CN2CCN(C)CC2)c(O)c2ncccc12,i,41,3.7,0.9,1.3,0.48,882,0.65,-0.028,0.5,-0.33,7%,-1.5%,nt,nt,i,10,4,742
CCOC(=O)c1c(C)[nH]c(C(=O)Nc2ccc3c(c2)OCO3)c1C,i,3,6.1,2.0,1.5,0.36,1169,0.73,-0.39,0.4,0.26,-5%,-0.3%,-4.1,954,i,7,nt,nt
Cc1ccsc1CNC(=O)c1c(-c2ccccc2)noc1C,i,34,nt,nt,nt,0.02,1522,-0.75,-0.22,-0.48,1,-2%,nt,-0.5,1116,nt,nt,-5,695
C=C(C)C(=O)Nc1cccc(C2=NOC3(C2)C[C@@H](C(N)=O)N(C(=O)/C(C)=C/C)C3)c1 (stereo partly specified),i,29,nt,nt,nt,0.22,851,-0.71,-0.81,-0.18,0.26,-3%,nt,0.7,1314,nt,nt,33,740
O=C(NCc1cccs1)c1cc(-c2ccc(O)cc2)on1,i,51,nt,nt,nt,0.36,1075,1.1,-0.11,1.1,-0.39,nt,nt,-0.6,1373,nt,nt,39,701
CCN(CC)C(=O)CN(c1cc(Cl)ccc1OC)S(=O)(=O)c1ccc(C)c([N+](=O)[O-])c1,i,28,4.9,2.3,11,-0.34,2388,-0.017,-0.3,-0.39,0.037,-2%,-1.3%,-0.5,1033,i,3,-26,645
COC(=O)C(C(=O)Nc1cccc(Cl)c1C)C1CCCC1 (stereo unspecified),i,61,3.6,2.5,12,0.15,1652,0.29,0.015,-0.21,0.62,1%,-1.1%,-2.9,1020,i,0,-8,681
C=CCNC(=O)c1c(N)n(-c2cccc(S(N)(=O)=O)c2)c2nc3ccccc3nc12,i,39,1.7,2.0,4.9,-0.39,1088,-0.13,-0.2,-0.065,0.4,-7%,3.9%,-4.3,985,i,-4,nt,nt
CCC(=O)Nc1ccc2nc(C)n(CC(=O)Nc3ccccc3)c(=O)c2c1,i,60,4.2,4.3,6.5,-0.01,982,-0.88,-0.31,-0.44,0.7,24%,-0.9%,-1.9,1168,i,9,nt,nt
C=CCNC(=S)NNC(=O)C(CC(C)C)CC(C)O (stereo unspecified),i,24,nt,nt,nt,-0.72,980,0.5,-0.19,0.95,-1.3,3%,nt,1.4,1221,nt,nt,2,721
CCOC(=O)c1cnc2ccc(C)cc2c1NCCO,i,59,3.7,2.1,4.4,nt,nt,-0.13,-0.22,0.02,-0.29,-3%,-2.4%,-0.6,1100,i,1,-16,728
O=C(CCCNC(=O)/C(=C/c1ccc(F)cc1)NC(=O)c1ccccc1)OCc1ccccc1,i,57,6.8,1.8,11,-0.5,1434,-0.062,-0.21,0.011,-0.46,3%,-2.9%,-3.2,1177,i,-3,-2,619
COc1ccc2c(c1)cc(C(O)c1ccccn1)n2S(=O)(=O)c1ccccc1 (stereo unspecified),i,47,3.7,3.3,5.2,0.67,1288,-0.017,-0.29,-0.27,-0.25,3%,-3.0%,-4.2,561,i,-46,-30,663
CCSc1nnc(Cc2cc(=O)[nH]c(=O)[nH]2)n1-c1ccc(Cl)cc1,i,50,nt,nt,nt,-0.54,962,-0.61,-0.82,-0.026,0.27,-4%,nt,-3.7,1201,nt,nt,16,728
COc1ccc(OCC(=O)Nc2cccc(OC)c2)cc1,i,34,1.3,1.8,6.8,-0.02,1069,-0.86,-0.2,-0.26,0.62,-4%,-0.4%,-1.0,1161,i,8,2,720
CC(=O)c1sc2nc(-c3ccc(C)cc3)c3c(c2c1N)CCCC3,i,48,4.7,2.6,4.3,0.46,1328,0.13,0.9,-0.12,0.086,13%,-3.3%,-1.8,509,i,-4,-5,655
COc1cc(NC(=O)c2ccco2)c(OC)cc1NC(=O)CCC(=O)Nc1cc(C)cc(C)c1,i,51,2.2,1.7,8.4,-1.5,1465,-0.097,-0.25,-0.023,0.34,-5%,-2.7%,1.3,985,i,-3,97*,701*
CCOC(=O)c1cc(-c2ccccc2)sc1NC(=O)C(C)Sc1nnc(C)s1 (stereo unspecified),i,39,5.1,1.7,7.1,-1.4,1408,-0.31,-0.036,-0.15,-0.95,2%,-1.5%,nt,nt,i,4,12,654
C[C@H](NC(=O)c1ccco1)C(=O)Nc1cccc([N+](=O)[O-])c1,i,42,2.9,1.7,7.0,-0.7,1398,-0.71,-0.23,-0.42,1.5,8%,-1.4%,1.0,1028,i,16,8,704
O=C(COC(=O)/C=C/c1ccc2c(c1)OCO2)Nc1ccccc1,i,29,5.1,2.2,8.0,0.7,1287,1.8,-0.32,1.1,-1.8,6%,-0.7%,1.8,1107,i,-2,2,725
# Next part.
SMILES,T cell modulator,T cell modulator vesicle-bound %,MT stabilizer,MT stabilizer Hoechst-high %,MT stabilizer cytotoxicity %,Ins promoter up,Ins promoter up cell count,Dynein transport,Dynein transport cytoplasmic EGFP,Dynein transport nuclear GR-EGFP,Dynein transport cell count,Salmonella PhoP GFP,CSM14.1 death rescue,bCat nuc transl,bCat nuc transl cell count 5 µM,Autophagy mod,Autophagy mod cell loss 18 h,Hep lipid drop,Hep lipid drop cells 6.5 µM
COC(=O)CSc1nnc(CNC(=O)c2cc(OC)c(OC)c(OC)c2)n1C,i,42,2.3,1.8,11,0.17,1522,0.39,-0.18,0.29,-0.48,10%,-1.7%,2.8,1369,i,14,nt,nt
O=C1C2C3C=CC(C2C(=O)N1C1CCCCC1)C1C(=O)N(C2CCCCC2)C(=O)C31 (stereo unspecified),i,41,1.3,1.7,5.6,0.11,810,-0.13,0.09,-0.23,0.53,-5%,2.4%,-0.4,1112,i,5,5,746
O=C(CN(CC1CCCO1)C(=O)Cn1nnc(-c2ccc(F)cc2)n1)NC1CCCCC1 (stereo unspecified),i,12,2.4,1.0,3.1,1.4,1129,1.5,-0.15,1.7,-1.8,12%,-0.6%,-2.3,1150,i,13,nt,nt
O=C1CN(c2ccccc2)C(=O)N1,i,38,nt,nt,nt,-0.17,1376,-0.27,-0.26,-0.22,0.57,-4%,nt,0.3,1082,nt,nt,3,709
COc1cc(OC)c(CN2CCCCCCC2)cc1Br,i,16,1.5,1.4,9.7,nt,nt,-0.46,0.087,-0.02,0.98,-15%,-0.5%,-14,1178,i,6,13,772
COC(=O)c1ccc(C2CC(=O)Nc3cc(OC)c(OC)cc32)cc1 (stereo unspecified),i,12,3.6,3.0,7.6,0.48,1304,-0.24,-0.17,-0.015,-0.21,16%,2.9%,-4.0,1308,i,-1,2,750
COc1ccccc1CN(Cc1cc2cc(C)ccc2[nH]c1=O)Cc1nnnn1Cc1ccco1,i,18,4.8,1.1,1.1,nt,nt,0.69,-0.13,0.83,-1.8,9%,-0.2%,-7.2,977,i,13,nt,nt
Cc1ccc2cccc(S(=O)(=O)Nc3ccc4c(c3)OCO4)c2n1,i,55,2.0,1.7,6.3,-0.42,1287,0.064,-0.29,-0.049,-0.42,1%,-0.9%,-0.3,1057,i,-10,-1,722
N#C/C(=C\c1ccc(Cl)cc1)c1nc2ncccc2[nH]1,i,43,42*,35*,29*,-0.32,1513,1.2,-0.2,1.3,-1.1,-2%,-1.4%,21,922,i,22,nt,nt
Cc1nc2ccccn2c1C(=O)NCC(C)C,i,49,5.6,1.6,8.5,-0.16,1242,-0.74,-0.33,-0.74,0.23,-6%,-1.2%,nt,nt,i,-13,0,734
